High-throughput results as filed in PubChem BioAssay.
NS3 helicase inh: inhibitors of HCV NS3 helicase, primary screen, biochemical, Cy5 molecular beacon fluorescence | Hepatitis C virus NS3 helicase | NS3 helicase DNA unwinding | inhibition, % at 10.9 µM | 290,000 compounds, 0.56% hits | AID 1800, 2009;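 active = inhibition above the mean of all tested compounds plus 3 SD, set per campaign, cut at about 35% in these data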;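 note: 0% = DMSO wells and 100% = thioflavine S control wells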
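Assay system – hepatitis C virus NS3 helicase domain fragment enzyme · Buffer or medium – MOPS pH 6.5, MgCl2, DTT, Tween20, BSA · Reagent – Cy5/quencher beacon DNA duplex and ATP to start · Compound – single 10.9 µM dose · Timing – 1 h at 25 °C · Technique – Cy5 beacon fluorescence read at start and 1 h · Measure – % inhibition of unwinding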
PHOSPHO1 inh: PubChem AID 1565 | recombinant PHOSPHO1, absorbance phosphatase assay | inhibition, % at 13.3 µM | 290,000 compounds, 1.1% hits; in the data active = inhibition above about 60%
Target sequence (Q8TCT1 whole entry, looked up): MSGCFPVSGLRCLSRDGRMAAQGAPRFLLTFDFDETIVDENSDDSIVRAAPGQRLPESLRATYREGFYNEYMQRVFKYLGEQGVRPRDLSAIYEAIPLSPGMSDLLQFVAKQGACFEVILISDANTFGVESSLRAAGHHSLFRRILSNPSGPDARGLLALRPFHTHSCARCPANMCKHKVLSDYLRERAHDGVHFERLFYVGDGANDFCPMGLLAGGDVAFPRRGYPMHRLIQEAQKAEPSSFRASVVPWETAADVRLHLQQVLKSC
V1R ag counter: agonists of human V1a receptor, primary screen, counter-screen for OXTR agonist project, fluorescence, CHO-V1R cells; Fluo-8 calcium fluorescence, agonist mode; 0% DMSO, 100% 3 nM vasopressin; Vasopressin V1a receptor (Homo sapiens), P37288; 320,000 compounds, 0.25% hits; activation, % at 3 µM;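 active = activation above the mean activation of all tested compounds plus 3 SD, per screening run, cut at about 20% in these data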;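 note: signal is peak over basal fluorescence ratio across a 100 second FLIPR read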
GPR7 antag: GPR7 receptor antagonists, primary screen, cell-based, fluorescence, single concentration. inhibition, % at 4.4 µM. GPR7-expressing cells, fluorescence antagonist assay. AID 1861, 2009. Neuropeptides B/W receptor type 1 (Homo sapiens), P48145. 290,000 compounds, 1.1% hits; in the data active = inhibition above about 16%, passing the limit was not always enough;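 note: cells stimulated with the agonist NPW; 0% = agonist with vehicle and 100% = vehicle without agonist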
IMP-1 inh: IMP-1 metallo-beta-lactamase inhibitors, primary screen, biochemical, epi-absorbance readout, Pseudomonas aeruginosa enzyme; metallo-beta-lactamase IMP-1 (Pseudomonas aeruginosa); 290,000 compounds, 0.45% hits; purified IMP-1, nitrocefin hydrolysis, epi-absorbance fluorescence; inhibition, % at 5.6 µM;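 active = inhibition above the mean plus 3 SD of all compounds in the same screening run, cut at about 4.5% in these data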;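 note: 0% = IMP-1 with DMSO and 100% = DMSO wells lacking enzyme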
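Assay system: purified IMP-1; Quantity: IMP-1 0.2 nM before substrate addition; Medium: HEPES buffer pH 7.1 with ZnSO4 and Brij 35; Incubation: 15 min enzyme–compound preincubation, then 25 min nitrocefin reaction, 25 °C; Signal: fluorescence quenching readout, ex 480/em 530 nm; Controls: DMSO with and without IMP-1; Repeats: singlicate testing.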
OXTR ag: human OXTR agonists, primary screen, fluorescence, CHO-OTR cells, Fluo-8 calcium; Fluo-8 calcium fluorescence; normalized: DMSO 0%, oxytocin 100%; 320,000 compounds, 0.32% hits; activation, % at 3 µM; AID 2435, 2010; Oxytocin receptor (Homo sapiens), P30559;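 active = activation above the mean of all tested compounds plus 3 SD, cutoff set per screening run, cut at about 20% in these data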;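 note: peak over basal fluorescence ratio from a 100 s FLIPR kinetic read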
Target sequence (P30559 whole entry, looked up): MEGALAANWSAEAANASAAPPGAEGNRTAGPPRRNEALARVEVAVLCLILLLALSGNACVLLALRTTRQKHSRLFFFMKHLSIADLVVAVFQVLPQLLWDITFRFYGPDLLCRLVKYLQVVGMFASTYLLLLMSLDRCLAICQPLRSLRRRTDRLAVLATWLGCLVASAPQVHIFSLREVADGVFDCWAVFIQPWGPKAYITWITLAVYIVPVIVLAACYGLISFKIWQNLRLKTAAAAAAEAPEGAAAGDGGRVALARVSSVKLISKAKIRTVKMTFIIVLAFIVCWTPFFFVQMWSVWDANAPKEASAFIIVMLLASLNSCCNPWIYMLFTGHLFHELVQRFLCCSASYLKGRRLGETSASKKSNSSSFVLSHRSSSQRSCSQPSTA
GalR3 antag: GalR3 antagonists in HEK293 cells, primary screen, cell-based, fluorescence readout; Galanin receptor type 3 (Homo sapiens), O60755; AID 651719, 2012; inhibition, % at 3 µM; HEK293 GalR3-CNG cAMP membrane potential fluorescence; galR3 body fused to GalR1 C-terminus; 360,000 compounds, 0.44% hits;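 active = inhibition above the screen-wide average plus 3 SD, cut at about 13% in these data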;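 note: forskolin and galanin both at EC90 stimulate the cells; cAMP rise reported by CNG channel membrane potential dye signal; 0% = forskolin plus galanin with DMSO and 100% = forskolin alone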
Target sequence (O60755 1-299 limits assumed): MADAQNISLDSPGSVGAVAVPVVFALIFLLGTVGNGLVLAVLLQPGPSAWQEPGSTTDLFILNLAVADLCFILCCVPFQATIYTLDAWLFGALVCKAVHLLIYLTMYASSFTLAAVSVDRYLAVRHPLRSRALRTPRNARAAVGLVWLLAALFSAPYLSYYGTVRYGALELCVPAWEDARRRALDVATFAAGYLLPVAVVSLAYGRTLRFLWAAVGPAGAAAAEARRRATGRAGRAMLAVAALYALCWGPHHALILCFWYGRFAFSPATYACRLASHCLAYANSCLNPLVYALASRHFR
VIM-2 inh: VIM-2 metallo-beta-lactamase inhibitors, primary screen, biochemical, epi-absorbance readout, Pseudomonas aeruginosa enzyme; purified VIM-2, nitrocefin hydrolysis, epi-absorbance fluorescence; inhibition, % at 5.6 µM; 290,000 compounds, 0.89% hits; AID 1527, 2009;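 active = inhibition above the mean of all tested compounds plus 3 SD, cutoff set per screening run, cut at about 7.5% in these data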;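 note: red hydrolysis product quenches plate fluorescence so inhibitors raise well fluorescence; 0% = enzyme with DMSO and 100% = DMSO without enzyme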
FID counter: compounds displacing fluorescent DNA intercalator, primary screen, artefact control for HCV NS3 helicase inhibitor project, biochemical, FID fluorescence; DNA fluorescent intercalator displacement; inhibition, % at 7.9 µM; 290,000 compounds, 0.17% hits; in the data active = inhibition above about 37%;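 note: 0% = vehicle and 100% = reference compound; higher means more ethidium bromide displaced from hairpin DNA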
* marks the source's active call; other numbers are inactive results; x = not tested or not shown.

SMILES	NS3 helicase inh	PHOSPHO1 inh	V1R ag counter	GPR7 antag	IMP-1 inh	OXTR ag	GalR3 antag	VIM-2 inh	FID counter
CC1=C(C(=O)OCc2ccccc2)C(c2cccc(Br)c2)NC(=O)N1 (stereo unspecified)	-4	-8	1.0	-7	-1.4	-2.4	-7	-1.9	-29
CN(Cc1ccccc1)S(=O)(=O)c1ccc(NC(=O)C2CCCO2)cc1 (stereo unspecified)	4	22	2.6	8	-2.0	2.6	2	-3.0	-17
COc1ccc(CCC(=O)NCCNC(=O)CCc2ccc(OC)cc2)cc1	5	14	-0.7	-19	-3.3	-1.2	-11	-2.8	-15
O=C(NC1=NCCS1)c1ccc(Cl)cc1	-6	x	0.4	10	0.8	-0.4	-7	-0.2	2
COc1cccc(C2C(C#N)=C(N)N(N(C)C)C3=C2C(=O)CCC3)c1 (stereo unspecified)	3	29	-0.1	-8	-2.9	-0.3	-7	-3.1	-5
COc1cc(CNc2ccc3[nH]c(=O)[nH]c3c2)ccc1OCc1ccccc1C	-32	34	6.4	18	-2.1	3.0	-11	-3.3	-24
CCOc1ncccc1C(=O)OCc1ccc(Cl)cc1	2	14	-0.9	13	-1.9	-2.1	-12	2.2	-5
COCCN=C1Sc2nc3ccc(C)cc3cc2CN1Cc1ccco1	-2	97*	-0.7	-1	-4.3	-2.8	-5	-3.4	-17
Cc1[nH]c2ccccc2c1SCCNC(=O)c1ccc(Br)o1	-5	2	-0.8	7	-1.6	-1.6	0	0.3	-5
Cc1onc(-c2ccccc2)c1NC(=O)Nc1ccc(OC(F)F)cc1	-7	13	9.3	-18	-2.0	0.1	-4	-0.9	-2
CCOc1ccccc1NC(=O)c1ccc([N+](=O)[O-])cc1	5	48	-0.3	1	-3.5	-2.1	x	-5.2	-1
COc1ccc(S(=O)(=O)N2CCN(C(=O)c3ccc(C)o3)CC2)cc1	-2	35	0.5	2	-1.2	0.8	-6	1.5	-20
CCCCNC(=O)Cn1cnc2sc(C)c(S(=O)(=O)N3CCN(c4ccccc4OC)CC3)c2c1=O	11	28	-0.2	-11	-1.5	0.2	-9	-3.0	-6
Cc1cccc(C(=O)NC2CC3CCCC(C2)N3S(=O)(=O)c2ccccc2)c1 (stereo unspecified)	-5	-5	-0.6	-7	-3.1	-0.4	-3	-2.7	-26
COc1ccc(S(=O)(=O)N/N=C/c2ccc(OCCN3CCOCC3)c(OC)c2)cc1	-16	-2	0.8	1	-0.5	-0.1	-1	-0.8	0
CCOC(=O)Cc1csc(NC(=O)C2CCCCC2C(=O)O)n1 (stereo unspecified)	3	16	0.6	8	-8.7	0.4	-4	-4.5	-3
C=CCNC(=O)C(=O)Nc1cc2c3c(c1)CCC(=O)N3CCC2	5	7	-0.8	1	-3.3	-0.9	-9	-1.4	-10
O=c1c2cnn(-c3ccccc3)c2ncn1Cc1ccccn1	0	16	0.6	16	-3.2	1.4	-3	-1.3	0
COc1cc(C(=O)NCCC(=O)NC(C)CCc2ccccc2)cc(OC)c1OC (stereo unspecified)	0	36	0.6	0	-3.6	0.1	-9	0.2	-36
COc1oc(-c2ccc(Cl)cc2)nc1C(F)(F)F	0	-1	0.4	-9	-2.3	0.0	-2	-2.6	-6
CCOc1ccc(C(=O)NCCC(=O)NCCCC(=O)O)cc1	6	11	0.9	-3	-2.6	2.0	-4	-2.4	-4
COc1cccc(-c2nc(NCCN3CCOCC3)c3ccccc3n2)c1O	-12	23	2.1	-3	-2.3	-0.1	2	-0.7	23
CN(C)c1ccc(-c2nn3c(C4CCCCC4)nnc3s2)cc1	3	-18	-1.5	-8	-2.9	-2.0	-7	-0.3	-12
O=C(Nc1ccccc1C(=O)O)c1cc(S(=O)(=O)N2CCCCC2)cs1	22	49	0.8	-5	-2.1	-0.5	x	1.6	-19
CCC(C)(C)c1nnc(NC(=O)C2CCN(C(=O)c3ccco3)CC2)s1	18	-4	2.3	0	-3.0	1.2	-9	-2.4	-31

Ordered by formula weight (ascending): part of the list above
SMILES	NS3 helicase inh	PHOSPHO1 inh	V1R ag counter	GPR7 antag	IMP-1 inh	OXTR ag	GalR3 antag	VIM-2 inh	FID counter
CCOc1ccccc1NC(=O)c1ccc([N+](=O)[O-])cc1	5	48	-0.3	1	-3.5	-2.1	x	-5.2	-1
CN(C)c1ccc(-c2nn3c(C4CCCCC4)nnc3s2)cc1	3	-18	-1.5	-8	-2.9	-2.0	-7	-0.3	-12
Cc1onc(-c2ccccc2)c1NC(=O)Nc1ccc(OC(F)F)cc1	-7	13	9.3	-18	-2.0	0.1	-4	-0.9	-2
COc1cccc(-c2nc(NCCN3CCOCC3)c3ccccc3n2)c1O	-12	23	2.1	-3	-2.3	-0.1	2	-0.7	23

Quoted at random: 3 entries already listed.
SMILES	NS3 helicase inh	PHOSPHO1 inh	V1R ag counter	GPR7 antag	IMP-1 inh	OXTR ag	GalR3 antag	VIM-2 inh	FID counter
O=c1c2cnn(-c3ccccc3)c2ncn1Cc1ccccn1	0	16	0.6	16	-3.2	1.4	-3	-1.3	0
COc1ccc(S(=O)(=O)N/N=C/c2ccc(OCCN3CCOCC3)c(OC)c2)cc1	-16	-2	0.8	1	-0.5	-0.1	-1	-0.8	0
COc1oc(-c2ccc(Cl)cc2)nc1C(F)(F)F	0	-1	0.4	-9	-2.3	0.0	-2	-2.6	-6

Remaining list, next part
SMILES	NS3 helicase inh	PHOSPHO1 inh	V1R ag counter	GPR7 antag	IMP-1 inh	OXTR ag	GalR3 antag	VIM-2 inh	FID counter
COc1ccc(C(=O)N/C(=C\c2ccc(Cl)cc2)C(=O)NCC2CCCO2)cc1 (stereo unspecified)	19	48	1.1	3	0.1	0.5	1	-3.4	-41
Cc1ccc(-c2csc(NC(=O)c3cc([N+](=O)[O-])ccc3N3CCOCC3)n2)cc1	1	38	0.7	-3	-0.8	-0.7	0	-1.3	-1
CN1C(=O)CSc2ccc(NC(=O)NCc3ccccc3)cc21	5	8	5.4	-3	-1.6	1.2	-1	-2.5	-12
CCN(CC)Cc1c(C(=O)N/N=C/c2cccc(OCc3ccc(F)cc3)c2)nnn1-c1nonc1N	-37	24	0.4	6	-0.9	-0.5	-4	1.4	2
OCCN1CCN(CC(O)C(F)(F)F)CC1 (stereo unspecified)	-3	32	0.2	-18	-0.9	0.5	-3	-1.1	-2
COc1cc(CC(NC(C)=O)C(=O)NC2CCN(S(=O)(=O)c3ccc(NC(C)=O)cc3)CC2)cc(OC)c1 (stereo unspecified)	-6	45	0.8	-8	-1.6	1.2	4	0.0	-22
O=C(N/N=C/c1cccc(F)c1)NC1CCCCC1	-3	14	2.5	-12	-4.5	-2.1	1	-2.2	-19
O=C(NC1CCCCC1)c1sc(N2CCOCC2)nc1-c1ccccc1	-3	-2	0.0	0	-3.1	-1.3	0	-0.9	-4
COc1ccccc1NC(=O)CSc1nc2ccccc2cc1Cc1ccccc1	6	-24	1.5	-13	-2.4	0.3	-9	-1.4	-8
COc1ccccc1NC(=S)NC(=O)c1ccc(-c2ccc(Cl)cc2)o1	1	23	-0.2	-6	-1.2	0.8	-12	-1.1	-4
O=C(COc1ccc(S(=O)(=O)N2CCCC2)cc1)Nc1ccc2c(c1)OCCO2	-1	16	1.1	-3	-4.5	-0.9	-6	-3.7	-17
COc1ccc(S(=O)(=O)Nc2cccc(N(C)S(C)(=O)=O)c2)cc1C	-6	-1	7.8	12	-2.4	9.9	-7	-2.6	-7
CCOc1nc(Nc2ccc(OC)c(Cl)c2)nc(N2CCN(c3ccc(OC)cc3)CC2)n1	2	5	-0.2	-11	0.3	-1.7	3	-2.8	3
Cc1ccc(-n2c(C3CC3c3ccc(Cl)cc3)n[nH]c2=S)cc1 (stereo unspecified)	-11	97*	-1.6	-6	-2.3	-1.6	-3	-2.7	-33
COc1ccc(N(CC(=O)Nc2cc(OC)ccc2OC)S(C)(=O)=O)cc1	-5	-3	-0.6	-4	-2.0	0.1	-9	-0.4	-11
Cc1ccc(CCN2C(=O)CCC2(C)C(=O)NCc2cccnc2)cc1 (stereo unspecified)	0	-12	-0.4	-2	-2.5	1.0	-4	-3.6	-5
COc1cccc(-n2nc(-c3ccnn3-c3ccccc3)c(=O)n(C)c2=O)c1	-5	15	0.0	1	-2.4	-2.0	-1	-2.9	-17
COc1cc(C=O)cc(Cl)c1OC(=O)N1CCOCC1	10	30	3.4	-2	-1.2	0.7	-9	0.3	1
Nc1nnc(SCC(=O)Nc2ccc(N3CCOCC3)c(Cl)c2)s1	-1	2	3.2	-21	-1.9	0.7	-1	-0.3	-6
Oc1ccc(NC(=S)N=Nc2c(O)[nH]c3ccc(Br)cc23)cc1	-3	9	x	-4	-2.1	x	-3	1.3	-9
COc1cc(O)c(C(CCN2CCOCC2)c2cc(OC)c(OC)c(OC)c2)c(OC)c1 (stereo unspecified)	x	13	1.4	x	x	1.3	-3	x	x
CN(C)S(=O)(=O)c1ccc(N)c([N+](=O)[O-])c1	3	42	x	-14	-2.4	x	-11	-2.6	2
C/C=C/C(=O)OCC(=O)Nc1cc(OC)c([N+](=O)[O-])cc1C	6	1	0.0	-7	-3.5	-1.3	1	-2.2	1
CC1=CC(=O)C=C(C)C1=NOc1ccccc1[N+](=O)[O-]	6	-11	0.5	0	0.0	0.4	2	-2.3	4
COc1cc(OC)cc(C(=O)NCc2nc(-c3ccccc3)no2)c1	-2	29	-0.2	-4	-2.2	1.2	-8	-2.8	-15
COc1ccc(-c2nnc(SCC(=O)Nc3cc(C)on3)o2)cc1	5	48	0.2	-1	-3.7	-0.8	5	-2.2	1

No new results follow: an excerpt of the list.
SMILES	NS3 helicase inh	PHOSPHO1 inh	V1R ag counter	GPR7 antag	IMP-1 inh	OXTR ag	GalR3 antag	VIM-2 inh	FID counter
COc1ccc(C(=O)N/C(=C\c2ccc(Cl)cc2)C(=O)NCC2CCCO2)cc1 (stereo unspecified)	19	48	1.1	3	0.1	0.5	1	-3.4	-41
Cc1ccc(-c2csc(NC(=O)c3cc([N+](=O)[O-])ccc3N3CCOCC3)n2)cc1	1	38	0.7	-3	-0.8	-0.7	0	-1.3	-1
CN1C(=O)CSc2ccc(NC(=O)NCc3ccccc3)cc21	5	8	5.4	-3	-1.6	1.2	-1	-2.5	-12
